DT40 TDP1 CPT = qHTS for Inhibitors of human tyrosyl-DNA phosphodiesterase 1 (TDP1): qHTS in cells in presence of CPT | chicken DT40 Tdp1-/-;hTDP1 cells + 20 nM CPT, ATP luminescence, 48 h | Potency, µM (titrated, usually from 46.2 µM), for the others: top-dose activity change, negative = growth inhibition, most hits filed as inhibitors | 12% of 420,000 active | AID 686979, 2013; also: nearly all actives have a fitted effect of over 55% in size
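Chicken DT40 Tdp1-/- cells stably complemented with human TDP1 were seeded at 400 cells/well in medium containing 20 nM camptothecin, exposed to pin-transferred compounds, and grown at 37 °C for at least 48 hr. Viability was read as ATP luminescence.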
TDP1 cell noCPT = qHTS for Inhibitors of human tyrosyl-DNA phosphodiesterase 1 (TDP1): qHTS in cells in absence of CPT; Potency, µM (highest dose often 46.2 µM), inactives show top-dose activity change, negative = growth inhibition, most hits filed as inhibitors; AID 686978, 2013; 15% of 420,000 active; DT40 Tdp1-/- hTDP1 cells, no CPT, ATP luminescence, 48 h; also: nearly all actives have a fitted effect of over 55% in size
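Readout: luminescence from CellTiter-Glo after 30 min in the dark at RT. Cells: DT40 Tdp1-/- with stable hTDP1, 400/well. Exposure: compounds alone, ≥48 hr, 37 °C.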
TDP1 inh = qHTS Assay for Inhibitors of Tyrosyl-DNA Phosphodiesterase (TDP1); 0.28% of 350,000 active; recombinant TDP1, AlphaScreen DNA substrate cleavage; AID 485290, 2010; Potency, µM (top dose mostly 130 µM), without a hit: at the top dose activity change, negative = inhibition, hits mostly inhibitors; also: nearly all actives have a fitted effect of over 40% in size
Target sequence (Q9NUW8 whole entry, looked up): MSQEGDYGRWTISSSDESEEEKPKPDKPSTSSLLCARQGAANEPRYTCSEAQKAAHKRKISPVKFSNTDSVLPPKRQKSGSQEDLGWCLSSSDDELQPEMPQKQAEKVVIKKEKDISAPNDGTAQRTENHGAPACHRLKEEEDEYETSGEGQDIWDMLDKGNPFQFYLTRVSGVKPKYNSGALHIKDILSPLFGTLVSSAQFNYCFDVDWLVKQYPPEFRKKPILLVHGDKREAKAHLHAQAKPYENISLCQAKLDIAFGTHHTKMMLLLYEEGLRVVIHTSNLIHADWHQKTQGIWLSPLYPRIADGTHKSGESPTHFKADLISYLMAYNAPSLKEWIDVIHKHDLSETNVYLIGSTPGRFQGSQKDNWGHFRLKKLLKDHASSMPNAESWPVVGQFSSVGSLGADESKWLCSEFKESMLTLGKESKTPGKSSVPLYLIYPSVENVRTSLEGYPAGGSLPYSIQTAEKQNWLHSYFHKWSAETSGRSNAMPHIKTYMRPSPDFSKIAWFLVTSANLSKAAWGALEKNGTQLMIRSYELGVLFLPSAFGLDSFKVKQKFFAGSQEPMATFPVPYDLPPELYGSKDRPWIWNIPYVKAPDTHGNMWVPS
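AlphaScreen read-out: signal falls as enzyme removes the 3' tyrosine-FITC from a 5'-biotinylated DNA oligo (15 nM, 5 min, RT). Enzyme was E. coli-made recombinant Tdp1 at 1 nM, exposed to compound for 15 min beforehand; beads 10 ug/ml, 10 min.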
* hit, by the source's call; u = inconclusive; x = no result given; & = joins results of further samples. Calls follow the shape of the dose curve; as a rule, active = well fitted curve in the direction sought with a large enough effect; inconclusive = small, poorly fitted or top-dose-only effect, or another doubt; inactive = no such curve, though single readings can be large; an effect the other way counts as inactive or inconclusive. % is scaled to controls: 0 for no effect and ±100 for the full control effect; potency is read from the fitted curve at half-maximal effect.

cpd | SMILES | DT40 TDP1 CPT | TDP1 cell noCPT | TDP1 inh
1 | COc1ccccc1Cn1[nH]nnc1=S | -3.2% | -15.4% | 11.4%
2 | COc1cccc(Nc2nc(C)nc3c2oc2ccccc23)c1 | u | 20.6µM* | x
3 | CO/N=C(/CNC(=O)c1cccc(Cl)c1)c1ccc(Cl)cc1 | -19.4% | -12.8% | -4.0%
4 | Cn1nccc1CNC(=O)c1ccnn1C | 0.3% | 8.6% | 2.7%
5 | O=C1COc2ccc(C(=O)CSc3nc4ccccc4c(=O)n3-c3ccc(Cl)c(Cl)c3)cc2N1 | 23.1µM* | u | 4.8%
6 | COc1ccc2c(c1)c(=O)oc1cc(OCC(=O)N3CCC(C)CC3)ccc12 | u | 20.6µM* | x
7 | CNc1nc(-c2ccc(Cl)cc2)cs1 | -19.2% | u | 5.1%
8 | CC(=O)OC1CCC2(C)C3=CCC4(C)C(C(C)=O)=CCC4C3CCC2C1 (centres undefined) | u | u | x
9 | COc1ccc(CNC(=O)C23CN(Cc4ccccc4)CC2C(c2ccc([N+](=O)[O-])cc2)=NO3)cc1 (centres undefined) | u | -22.0% | 5.9%
10 | Cc1ccc(CNC(=O)CSc2c(C)cnc3c2c(=O)n(C)c(=O)n3C)cc1 | 2.1% | -15.4% | 2.6%
11 | Cc1cc(C(=O)NCc2ccc3c(c2)OCO3)n(-c2ccccc2)n1 | u | -19.5% | 4.9%
12 | COCCNC(=O)CN1C(=O)CSc2cc(S(=O)(=O)N3CCCCCC3)ccc21 | -1.0% | -17.1% | x
13 | COc1ccc(CN(C(=O)c2ccc(C)cc2)c2cccc(N)c2)cc1 | -19.1% | u | -0.1%
14 | CC(C)n1nc(C(=O)OCC(=O)NCCc2ccc(S(N)(=O)=O)cc2)c2ccccc2c1=O | -1.1% | 21.8% | x
15 | NNC(=S)NCc1ccccc1 | u | u | 3.8%
16 | Cc1ccc(C(=O)Oc2ccc(/C=C3\C(=N)N4N=C(N5CCOCC5)SC4=NC3=O)cc2)cc1 | -7.6% | -7.3% | x
17 | Cc1[nH]nc2c1C(=O)CCC2 | 23.1µM* | 18.4µM* | 1.0%
18 | CCCCn1cc(S(=O)(=O)c2ccc(F)cc2)c(=O)c2ccccc21 | u | u | 6.4%
19 | N#C/C(=C\c1cc2c(cc1Br)OCO2)C(=O)NCC1CCCO1 (centres undefined) | u | u | 4.2%
20 | Cc1cc(CNC(=O)C2(C(F)(F)F)CC(CCCO)CCCO2)nn1C (centres undefined) | -1.9% | -5.3% | 7.9%
21 | COc1cccc(/C=N/NC(=O)c2[nH]nc3c2CCc2ccccc2-3)c1 | 4.11µM* | 4.11µM* | 5.1%
22 | O=C1NC(=O)C2(CCCCCC2)N1 | -2.0% | -3.4% | x
23 | CCCN1CNc2c(c(=O)[nH]c(=S)n2CCc2ccc(C)cc2)C1 | u | u | -0.4%
24 | CN(C(=O)COc1ncnc2ccccc12)C1CCCCC1 | -4.0% | -14.0% | 0.1%
25 | c1ccc2c(c1)Nc1cc3ccccc3cc1S2 | 3.3% | -10.3% | 2.9%
26 | CCc1nc(C)ccc1OC(=O)C12CC3CC(CC(C3)C1)C2 | u | u | 1.8%
27 | CCN(CC)C(=O)Cn1cc(C(=O)C2CC2)c2ccccc21 | 2.6% | -2.0% | 5.1%
28 | Cc1cnc(NC(=O)c2cccc(S(=O)(=O)N3CCOCC3)c2)s1 | -17.1% | 3.1% | 1.1%
29 | CC(C)c1ccccc1NC(=O)CNCCOc1ccccc1F | -13.6% | -18.1% | x
30 | CCOC(=O)C1CCCN(C(=O)/C=C/c2ccccc2)CC1 (centres undefined) | -3.1% | -19.9% | x
31 | COc1ccc(S(=O)(=O)Nc2cc3c4c(c2)CCC(=O)N4CCC3)cc1 | -24.2% | -18.5% | 0.4%
32 | Cc1ccc(CSc2nc3ccccc3c(=O)n2Cc2ccco2)cc1 | u | u | -3.3%
33 | CCOC(=O)c1sc(=S)n(C)c1NC(=O)c1ccccc1 | u | 20.6µM* | -5.3%
34 | COc1ccc(-c2csc(NC(C)c3nc4cc(Cl)c(Cl)cc4n3CCOCCO)n2)cc1 (centres undefined) | u | 18.4µM* | x
35 | CC(=O)Nc1nc2ccc(C(=O)NC3CCCCC3)cc2s1 | 10.9% | u | 6.6%
36 | CC(C)c1ccc(NS(=O)(=O)c2ccc3c(c2)NC(=O)CO3)cc1 | u | u | 0.0%
37 | CC(C)OP(=O)(OC(C)C)C(O)c1cccc([N+](=O)[O-])c1 (centres undefined) | -12.6% | -14.5% | -4.3%
38 | CCOC(=O)C1(C)CCCN(C(=O)c2snnc2C)C1 (centres undefined) | -16.8% | -2.2% | x
39 | O=c1c2ccccc2ncn1-c1ccc(Cl)cc1 | 2.0%&0.0% | u | 0.0%&-2.5%
40 | COc1cc(OC)c(NC(=O)CS(=O)(=O)Cc2nc(-c3ccc(C)cc3)oc2C)cc1Cl | u | u | -8.8%
41 | O=C(COc1ccc(S(=O)(=O)N2CCOCC2)cc1)Nc1cccc([N+](=O)[O-])c1 | -14.1% | 10.1% | 3.0%
42 | CN(C)CCNC(=O)Cc1ccc(NC(=O)N2CCCCc3ccccc32)cc1 | -8.5% | -8.9% | 4.5%
43 | Cc1cc(C)c2c(NC(=O)c3ccccc3)c(C(=O)Nc3ccc(F)cc3)sc2n1 | u | u | 7.0%
44 | Cc1cccc(OCC(=O)NCCCNC(=O)c2ccncc2)c1 | 5.9% | -25.4% | 2.3%
45 | CC1CN(CC(O)COC(c2ccccc2)c2ccccc2)CC(C)O1 (centres undefined) | -21.2% | -28.1% | -1.1%
46 | COc1ccc(NC(=O)Cn2c(=O)n(CC3CCCO3)c(=O)c3ccccc32)cc1 (centres undefined) | 1.8% | 0.7% | 2.7%
47 | COc1ccc(N2CCN(C(=O)CCC(=O)N3CCOc4ccc(C)cc43)CC2)cc1 | u | u | x
48 | O=C(Nc1nccs1)c1ccc(CSc2ccccc2)o1 | -13.5% | -0.5% | 1.9%
49 | O=C1c2ccccc2C(=O)N1CCN1CCOCC1 | 21.8% | -7.6% | 0.0%
50 | COc1ccc(/C=C/C(=O)c2ccc(C(=O)/C=C/c3ccc(OC)c(OC)c3)cc2)cc1OC | 7.31µM* | 5.8µM* | x

3 consecutive compounds out of the list so far:
cpd | SMILES | DT40 TDP1 CPT | TDP1 cell noCPT | TDP1 inh
48 | O=C(Nc1nccs1)c1ccc(CSc2ccccc2)o1 | -13.5% | -0.5% | 1.9%
49 | O=C1c2ccccc2C(=O)N1CCN1CCOCC1 | 21.8% | -7.6% | 0.0%
50 | COc1ccc(/C=C/C(=O)c2ccc(C(=O)/C=C/c3ccc(OC)c(OC)c3)cc2)cc1OC | 7.31µM* | 5.8µM* | x

Reprinted at random: three entries already listed
cpd | SMILES | DT40 TDP1 CPT | TDP1 cell noCPT | TDP1 inh
30 | CCOC(=O)C1CCCN(C(=O)/C=C/c2ccccc2)CC1 (centres undefined) | -3.1% | -19.9% | x
41 | O=C(COc1ccc(S(=O)(=O)N2CCOCC2)cc1)Nc1cccc([N+](=O)[O-])c1 | -14.1% | 10.1% | 3.0%
39 | O=c1c2ccccc2ncn1-c1ccc(Cl)cc1 | 2.0%&0.0% | u | 0.0%&-2.5%

Remaining list, next part:
cpd | SMILES | DT40 TDP1 CPT | TDP1 cell noCPT | TDP1 inh
51 | CCc1ccc2[nH]c3nc(N/N=C/c4ccc(O)cc4O)nnc3c2c1 | u | u | x
52 | O=C(NCC1CCCO1)C1CCCN1C(=O)Nc1ccc(Cl)c(Cl)c1 (centres undefined) | -2.7% | 6.9% | 2.8%
53 | Cc1ccc(F)cc1NC(=O)CCc1c(C)nn(-c2ccc(N3CCOCC3)nn2)c1C | u | u | 5.8%
54 | Cc1cccc(OCC(=O)N(Cc2cccc(Cl)c2)Cc2ccco2)c1C | 6.51µM* | -82.3% | 0.0%
55 | O=C(CCN1C(=O)NC2(CCCC2)C1=O)Nc1ccc(Sc2ccc(Br)cc2)cc1 | u | u | x
56 | COc1cc(NC(=S)Nc2ccccn2)cc(OC)c1OC | u | u | -8.2%
57 | COc1ccc2c(c1)[C@H]1[C@H](CO2)[C@H](c2ccccc2)[C@]2(C)C(=O)Nc3cc(OC)c(OC)cc3C(=O)N12 | u | 20.6µM* | 6.1%
58 | CC(C)NC(=O)CN(Cc1ccc(F)cc1)C(=O)CCC(=O)Nc1ccccn1 | 2.5% | -1.8% | 0.0%
59 | Cc1cccc(NC(=S)N(CCN(C)C)Cc2cc3cccc(C)c3[nH]c2=O)c1 | u | 6.51µM* | 4.2%
60 | O=S1(=O)N=C(N/N=C/C=C/c2ccccc2)c2ccccc21 | u | 5.8µM* | 6.9%
61 | COc1ccc(C2=NN(c3ccc(C=O)cc3)C(c3ccccc3)C2)cc1 (centres undefined) | u | u | x
62 | COc1ccc(S(=O)(=O)N2CCC(C(=O)NC(C)c3ccccc3)CC2)cc1 (centres undefined) | -1.3% | u | x
63 | CCOC(=O)Cc1ccc(NC(=O)N2CCSc3ccccc32)cc1 | u | u | -2.5%
64 | O=C(O)Cc1ccc(N=Nc2c(O)c(C(=O)O)cc3ccccc23)cc1 | 0.9% | -16.1% | 1.3%
65 | COc1ccc(OCCN(C)Cc2ccccc2)cc1 | 10.7% | -17.2% | 5.2%
66 | Cc1ccc(NC(=O)COC(=O)CN2CCSC2=O)cc1Cl | -14.4% | 1.6% | x
67 | O=C1NCC(Nc2ccc(Cl)cc2)C(=O)N1 (centres undefined) | -4.1% | 1.0% | x
68 | O=C(CSCc1ccc(Cl)cc1)NN=C1CCCCCC1 | -14.7% | -16.8% | 2.3%
69 | Cn1c(Cc2nc3ccccc3n2C)nc2ccccc21 | u | u | 0.0%
70 | COc1ccc(-c2csc3nc(C)n(-n4cccc4)c(=O)c23)cc1OC | 16.4µM* | 23.1µM* | 9.3%
71 | Cc1cccc(Cn2c(=O)n(-c3ccccc3C)c(=O)c3c2c2cc(C)ccc2n3C)c1 | 23.1µM* | 20.6µM* | 0.0%
72 | COc1ccc(-c2cc(C(=O)O)sc2C)cc1 | 14.3% | 0.9% | -3.7%
73 | CNC(=O)N(O)C1N(/N=C/c2ccc(SC)cc2)C(=S)SC1(C)C (centres undefined) | 0.3% | 7.3% | x
74 | O=C(Nc1nccc(-c2cccs2)n1)c1cccs1 | u | -17.1% | 6.4%
75 | CC1CC(C)(C)NC(C)c2ccccc21 (centres undefined) | 7.9% | -0.1% | 1.0%
76 | O=C(Nc1nnc(Cc2ccc(Cl)cc2)s1)C1CCCO1 (centres undefined) | -26.6% | u | -2.5%
77 | CCN(Cc1cc(=O)[nH]c2ccccc12)C(=O)C(C)C | -18.7% | -19.8% | 0.0%
78 | CCN(CC)S(=O)(=O)c1ccc(C(=O)NC(=S)N2CCCCC2C)cc1 (centres undefined) | u | 16.4µM* | x
79 | CCOc1ccccc1N(CC(=O)NC(C)(C)C)C(=O)CCC(=O)Nc1nccs1 | 5.0% | -1.2% | x
80 | CC1CCN(c2ccc3nnc(CCC(=O)Nc4ccc(F)c(F)c4)n3n2)CC1 | -28.6% | u | 0.7%

Single values from above:
Cc1ccc(NC(=O)COC(=O)CN2CCSC2=O)cc1Cl – TDP1 cell noCPT: 1.6%
Cc1cc(C(=O)NCc2ccc3c(c2)OCO3)n(-c2ccccc2)n1 – TDP1 inh: 4.9%
c1ccc2c(c1)Nc1cc3ccccc3cc1S2 – TDP1 cell noCPT: -10.3%
O=C1c2ccccc2C(=O)N1CCN1CCOCC1 – TDP1 cell noCPT: -7.6%
CCc1nc(C)ccc1OC(=O)C12CC3CC(CC(C3)C1)C2 – TDP1 inh: 1.8%
CCOC(=O)C1CCCN(C(=O)/C=C/c2ccccc2)CC1 (centres undefined) – DT40 TDP1 CPT: -3.1%

Screens from PubChem.
